Screening data: PubChem, Broad Institute
ERp5 block: inhibitors of human ERp5; AID 651711; inhibition, % at 9.99 µM; 0.05% of 350,000 active; ERp5 insulin aggregation, absorbance 650 nm, 90 min; Q15084;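 active = mean replicate inhibition above about 25%, with every replicate also reaching it, limit read from the data, passing the limit was not always enough; inconclusive = only one of those two criteria met; inactive = neither criterion met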
Casp6 inh: blocks human caspase-6 cleavage activity; P55212; purified caspase-6, Z-VEID-R110 cleavage fluorescence; inhibition, % at 12.5 µM; 0.53% of 350,000 active; AID 686996;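 active = mean inhibition across replicates at least about 35%, with every replicate also reaching that limit, limit read from the data; inconclusive = only one of the two criteria met; inactive = neither criterion met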;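 note: 0% = median of neutral control wells and 100% = no fluorescence left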
Target sequence (P55212 24-179 limits assumed): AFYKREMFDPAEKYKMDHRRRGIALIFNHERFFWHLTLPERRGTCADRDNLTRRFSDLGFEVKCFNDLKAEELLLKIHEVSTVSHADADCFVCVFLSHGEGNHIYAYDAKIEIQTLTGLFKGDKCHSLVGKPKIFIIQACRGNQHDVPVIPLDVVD
Target sequence (P55212 194-293 limits assumed): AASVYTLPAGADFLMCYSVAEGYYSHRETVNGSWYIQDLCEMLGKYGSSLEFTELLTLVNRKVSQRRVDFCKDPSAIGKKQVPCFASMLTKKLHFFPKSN
RAD54 branch: inhibitors of human RAD54 branch migration | Q92698 | RAD54 Holliday junction branch migration, FAM/BHQ fluorescence | inhibition, % at 10.4 µM | 0.14% of 360,000 active;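 active = mean normalized replicate activity at least 40 and at least half of replicates scoring 40 or more; inconclusive = only one of the two criteria met; inactive = mean below 40 and under half of replicates reaching 40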;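 note: 0% = median of neutral control wells and 100% = median of positive control wells; inhibitors cause a drop in the FAM fluorescence signal; in these data hits start at about 50%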
PglD inh: inhibitors of Campylobacter jejuni PglD acetyltransferase. purified PglD enzyme, DTNB colorimetric CoA detection. inhibition, % at 12.5 µM. 0.098% of 360,000 active; in the data active = inhibition above about 16%, passing the limit was not always enough; inconclusive = no clear call, values can overlap the other calls; note: strong numbers were not always called active
esBAF inh: inhibitors of esBAF chromatin remodeling in mouse ES cells; Bmi1-luciferase knock-in reporter, 24 h; 100% = twice the neutral-well signal; reporter increase, % at 12.5 µM; 2% of 350,000 active; AID 602393; in the data active = activation above about 40%; inconclusive = no clear call, values can overlap the other calls;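 note: 0% = median of the plate's neutral control wells and 100% = double that signal; a rise in the Bmi1 reporter signal indicates esBAF inhibition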
RAD52 anneal inh: RAD52 (human) annealing inhibition. 0.46% of 360,000 active. recombinant RAD52 DNA annealing, FRET fluorescence. inhibition, % at 18.7 µM. P43351. AID 651710;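 active = every replicate showing at least 50% inhibition; inconclusive = mean inhibition at least 50% but not in every replicate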
Target sequence (P43351 whole entry, looked up): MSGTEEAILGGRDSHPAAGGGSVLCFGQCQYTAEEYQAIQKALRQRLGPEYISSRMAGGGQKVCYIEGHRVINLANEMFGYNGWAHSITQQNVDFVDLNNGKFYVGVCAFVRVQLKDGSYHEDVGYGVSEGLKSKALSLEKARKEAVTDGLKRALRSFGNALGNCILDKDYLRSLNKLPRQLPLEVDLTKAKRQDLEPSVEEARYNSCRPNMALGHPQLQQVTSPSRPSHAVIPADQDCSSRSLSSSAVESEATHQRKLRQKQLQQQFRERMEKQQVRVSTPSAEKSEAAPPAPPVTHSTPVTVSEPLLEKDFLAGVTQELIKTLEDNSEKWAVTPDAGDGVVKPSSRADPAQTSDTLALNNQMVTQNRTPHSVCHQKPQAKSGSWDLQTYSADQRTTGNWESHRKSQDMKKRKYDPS
ARNT-TACC3 inh: disrupts binding between human ARNT and TACC3; inhibition, % at 9.99 µM; 0.66% of 390,000 active; AID 623870; AlphaScreen His-ARNT PAS-B/GST-TACC3 binding, luminescence; TACC3 fragment carries E629A point mutation;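 active = mean inhibition of replicates at least 50% and at least half of replicates each reaching 50%; inconclusive = half or more replicates reach 50% but mean below 50%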;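 note: 0% = complete ARNT plus TACC3 wells and 100% = ARNT alone without TACC3; many hits fall short of the cut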
E-selectin induc: E-selectin induction on HUVECs; 0.37% of 260,000 active; HUVEC E-selectin immunofluorescence imaging; normalized: neutral wells 0, TNF-alpha wells 100; AID 686992; P16581; activation, % at 7.58 µM;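 active = mean E-selectin-positive cell signal at least 10% of the positive control, reached in at least 60% of replicates, without over 20% cell loss; inconclusive = no rule given, readout overlaps actives, possibly toxicity-flagged; inactive = the rest, including those meeting only one limit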;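 note: in these data hits start at about 27%; measured in HUVEC primary endothelial cells; signal is the percent of cells scored E-selectin positive by PE staining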
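System: HUVEC, human umbilical vein endothelial cells; quantity: 3,000 cells/well; buffer or medium: EGM-2 medium, gelatin-coated wells; dosing: single-point compound dose; detection: immunofluorescence imaging; evaluation: % PE-positive cells; benchmarks: TNF-alpha, DMSO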
An asterisk follows results filed as active; u = inconclusive; x = not tested or not shown; & = joins results of further samples.

Results follow in this order: ERp5 block	Casp6 inh	RAD54 branch	PglD inh	esBAF inh	RAD52 anneal inh	ARNT-TACC3 inh	E-selectin induc
- COCC(=O)Nc1ccc2c(c1)C(=O)N(C)C[C@H](OC)[C@@H](C)CN(Cc1cncnc1)[C@H](C)CO2
    -5	2	3	-3	-4	-4	-7	-0.4
- CCOC(=O)C1(CCCc2ccccc2)CCN(C(=O)CCn2cncn2)CC1
    -5	1	x	x	x	-6	3	0.3
- Cc1ccccc1C(=O)N1CCC(C(=O)Oc2ccc(C#N)cc2)CC1
    -4	-9	20	4	5	-11	x	-0.7
- COCCNC(=O)c1cc2c(c(-c3cccc(-c4cc5ccccc5o4)c3)n1)[C@H](CCO)N(S(=O)C(C)(C)C)C2 (some centres undefined)
    -5	0	-10	-2	-9	-6	x	-1.3
- CCc1ccccc1Oc1coc2cc(O)ccc2c1=O
    -1	-2	-8	5	2	-13	-12	-0.1
- COc1ccc(C(=O)N[C@H](C(=O)Nc2ccc(S(=O)(=O)N3CCOCC3)cc2)C(C)C)cc1
    -1	-1	x	x	x	-1	18	-0.4
- COCc1ccc([C@@H]2C[C@H]3CN(Cc4cccnc4)C(=O)[C@]34CCCN24)o1
    2	3	x	x	7	-28	-13	-0.5
- CC(C)NC(=O)N(C)C[C@@H]1Oc2ccc(NC(=O)Nc3ccc(F)cc3)cc2CC(=O)N([C@H](C)CO)C[C@@H]1C
    -9	0	5	1	-2	5	-4	-0.3
- NCC[C@@H]1CC[C@H](NS(=O)(=O)Cc2ccccc2)[C@H](CO)O1
    -2	-5	-6	1	-4	-3	-13	0.2
- COC(=O)c1cnc(SCc2ccc(C)cc2)n1C
    -5	2	-2	1	39	-13	2	x
- COc1ccc(NC(=O)C2(C)CCN2C(=O)C(C)C)cc1F (centres undefined)
    0	-2	6	2	-7	-12	x	0.2
- CCCC(=O)n1nc(-c2ccc(C)cc2)nc1NCc1ccco1
    -1	3	4	-6	x	3	-2	0.7
- Cc1cccc(C(=O)n2c(=S)nc3cc(C)ccn32)c1
    2	0	x	x	-25	-19	-6	0.0
- C=CCNCCOc1ccc(C)cc1[N+](=O)[O-]
    1	-18	x	x	x	-6	x	-0.1
- COc1ccccc1N1CCN(CC(O)COc2cccc3ccccc23)CC1 (centres undefined)
    10&-4	-6&3	11&2	4&-1	-2&5	-9&-11	4&5	-0.3&0.1
- CCn1cc([N+](=O)[O-])c(C(=O)N2N=C(c3ccc(Cl)c(Cl)c3)CC2c2ccccc2O)n1 (centres undefined)
    2	-6	x	x	x	-2	15	x
- CCc1nc(SCC(=O)c2cc(C)ccc2C)n[nH]1
    x	x	-1	-1	-2	x	25	x
- CN(c1ccc(F)cc1)S(=O)(=O)c1ccc2[nH]cc(C(=O)O)c(=O)c2c1
    x	x	7	-16	-5	x	-4	x
- N#Cc1nc(COc2ccccc2F)oc1NCCCn1ccnc1
    x	x	2	1	10	x	10	x
- Cc1[nH]c(=O)[nH]c(=O)c1CSc1nnc([C@H](CC(C)C)NC(=O)OC(C)(C)C)o1
    x	x	-18	-1	2	x	-7	x
- CCC(=O)N1CCc2cc(S(=O)(=O)N3CCc4ccccc4C3)ccc21
    x	x	2	1	-6	x	-3	x
- CCc1ccc(C(=O)CSc2nnc(C3CC3)n2C2CC2)cc1
    4	-1	-7	1	41*	-12	-5	-0.1
- CCc1cccc(NC(=O)CCNS(=O)(=O)c2ccc3c(c2)oc(=O)n3C)c1
    x	-1	-5	0	-7	-2	-5	x
- CC(C)CNc1cccc2c1S(=O)(=O)N(Cc1cccc(F)c1)[C@@H](C)[C@H](c1ccccc1)O2
    1	-4	x	x	x	1	x	-0.2
- COc1ccc(S(=O)(=O)Nc2ccc3c(c2)C(=O)N([C@H](C)CO)C[C@@H](C)[C@@H](CN(C)Cc2ccc(C(F)(F)F)cc2)OCCCC[C@@H](C)O3)cc1
    1	2	-7	-3	2	19	0	-0.1
- COCCN=C1Sc2nc3c(C)cccc3cc2CN1Cc1ccco1
    x	x	-5	-4	-3	x	-3	x
- COc1ccc(CCN2CC(C(=O)N(C)Cc3c(C)n[nH]c3C)CCC2=O)cc1 (centres undefined)
    -8	2	-15	-4	5	-3	-1	x
- CCOc1ccc(CN2CCCC(N3CCN(c4ccc(OC)cc4)CC3)C2)cc1 (centres undefined)
    -1	-3	-6	3	-4	-21	3	x
- Cc1cc(-c2ccco2)n(CC(=O)NCc2ccco2)n1
    -4	4	-4	3	-11	-14	3	11
- CCCCSc1ncnc2c1ncn2C1CCCCO1 (centres undefined)
    1	0	-2	2	16	-8	-5	0.1
- COc1ccc(CN(C)C[C@H]2Oc3c(NC(=O)c4cnccn4)cccc3C(=O)N([C@@H](C)CO)C[C@@H]2C)cc1
    6	-1	-14	3	0	-23	1	4.4
- c1ccc2c(c1)[nH]c1ccncc12
    1	-5	10	1	-1	1	-2	0.0
- COc1ccc(NC(=O)c2cc(C3CC3)nc3c2cnn3C(C)C)cc1OC
    -2	3	-2	6	-7	-15	11	-2.5
- CCCN(CCC)CCCNC(=O)C1c2cc(OC)c(OC)cc2C(=O)N(C)C1c1cccnc1 (centres undefined)
    -1	-3	6	-11	-7	-17	-3	1.2
- COc1ccc(NC(=O)/C(=C\c2ccco2)NC(=O)c2ccco2)cc1
    -1	6	-3	-4	1	-16	4	x
- O=C(O)C(Oc1ccc2cc(-c3ccc(Cl)cc3)c(=O)oc2c1)c1ccccc1 (centres undefined)
    3	12	10	2	1	-9	-2	x
- CC1CCCC(C)N1CCCNC(=O)c1ccc2c(c1)NC(=O)c1ccccc1S2 (centres undefined)
    1	-82	0	-2	-7	-8	7	0.6
- C=CCN1C(=O)C2(OCCCO2)c2c(C)ccc(C)c21
    -3	-2	4	-3	-10	-6	-5	-0.2
- CC(C)NC(=O)Nc1ccc2c(c1)C(=O)N([C@@H](C)CO)C[C@@H](C)[C@@H](CN(C)C(=O)Nc1ccccc1)OCCCC[C@H](C)O2
    -3	2	1	1	x	11	-11	x
- O=C(Nc1cccc(Cl)c1)c1csc(-c2ccccc2)n1
    x	x	7	3	12	x	-11	x
- Cc1c(C(=O)N2CCC(C)CC2)sc2ncnc(N(C)c3ccccc3)c12
    x	x	-4	-10	-6	x	-3	x
- COc1cc(OC)cc(-c2c(-c3cccs3)c3cc(-c4ccc5c(c4)OCO5)ccc3n2C)c1
    -7	-1	-3	0	-6	-3	0	0.2
- COc1c(C)cccc1C(=O)Nc1ccc(N2CCN(C(=O)c3ccccc3C)CC2)cc1
    5	3	13	3	-1	5	25	0.1
- CCOc1ccc(/C=N/NC(=O)CN2CCCCC2)cc1OCC
    4	-5	-4	1	1	-6	16	0.2
- Cc1cc(/C=C\c2ccc3cc(N(C)C)ccc3[n+]2C)c(C)n1-c1ccccc1
    x	x	-10	-1	-89	x	3	x

Printed as active in esBAF inh, among the entries above:
| smiles | ERp5 block | Casp6 inh | PglD inh | esBAF inh | RAD52 anneal inh | ARNT-TACC3 inh |
| --- | --- | --- | --- | --- | --- | --- |
| CCc1ccc(C(=O)CSc2nnc(C3CC3)n2C2CC2)cc1 | 4 | -1 | 1 | 41* | -12 | -5 |

Continuation.
Results follow in this order: ERp5 block	Casp6 inh	RAD54 branch	PglD inh	esBAF inh	RAD52 anneal inh	ARNT-TACC3 inh	E-selectin induc
- Cc1ccc(C(CC(=O)O)NC(=O)CN2C(=O)c3ccccc3C2=O)cc1 (centres undefined)
    2	5	11	3	-3	-19	3	1.1
- COc1ccc(C(=O)NC(C(=O)NCc2ccccn2)C(C)C)cc1 (centres undefined)
    x	x	-3	0	2	x	-3	x
- O=C(C1CCOCC1)N1CC(=O)N2[C@H](CO)[C@@H](c3ccc(/C=C/c4ccccc4)cc3)[C@H]2C1
    -4	2	x	x	x	12	x	0.1
- O=C(OCc1ccccc1)N1CCC2CC1c1cc(N3CCN(S(=O)(=O)c4cccc5ccccc45)CC3)ccc12 (centres undefined)
    10	0	8	-2	16	-13	x	4.2
- O=C(COc1ccc(Cl)cc1)N(Cc1ccccc1)c1ccccn1
    x	x	7	-4	3	x	-2	x
- CCCCCCSc1nc(O)c(C2OC(=O)c3c2ccc(OC)c3OC)c(=O)n1-c1ccccc1 (centres undefined)
    2	7	4	-3	-2	-30	-6	x
- Cc1nnc(SCC(=O)Nc2c(C)n(C)n(-c3ccccc3)c2=O)n1Cc1ccccc1
    7	-1	x	x	x	-21	6	x
- OCC1(Cc2ccc(Cl)cc2)CCN(Cc2ccccc2F)CC1
    -2	1	-5	3	-6	-34	26	0.0
- O=C(COc1ccc2ccccc2c1)NNC(=O)Nc1ccccc1F
    1	3	8	1	-4	-8	-6	x
- Cc1noc(C)c1NC(=O)Nc1cccc2c1O[C@@H](CN(C)Cc1ccc(C(F)(F)F)cc1)[C@H](C)CN([C@H](C)CO)C2=O
    0	6	-10	4	4	21	0	-7.5
- Cc1cnc(C(=O)OCC(=O)N(Cc2ccccc2)C(C)C)cn1
    15	-1	x	x	x	-18	0	x
- COc1cccc2cc(C(=O)Nc3ccccc3C)/c(=N/O)oc12
    -3	0	0	-1	u	-1	3	0.4
- O=C(CCC(=O)Nc1cccc([N+](=O)[O-])c1)NCc1ccccc1
    3	-1	-6	9	-3	-7	6	x
- CCN1C(=O)C(CC(=O)Nc2ccc(F)cc2)N(CCCN2CCN(c3ccc(F)cc3)CC2)C1=S (centres undefined)
    -2	6	x	x	x	16	4	4.6
- Cc1ccc2c(c1)N(CC(=O)NC1CCCCC1)C(=O)c1cccnc1O2
    -1	-1	14	-3	2	6	-18	0.0

Looked up above.
ARNT-TACC3 inh with CCc1nc(SCC(=O)c2cc(C)ccc2C)n[nH]1 is entered as 25
RAD52 anneal inh with CCN1C(=O)C(CC(=O)Nc2ccc(F)cc2)N(CCCN2CCN(c3ccc(F)cc3)CC2)C1=S (centres undefined) is entered as 16

Part of the list above, showing only RAD52 anneal inh, ARNT-TACC3 inh and Casp6 inh:
Compound	RAD52 anneal inh	ARNT-TACC3 inh	Casp6 inh
O=C(COc1ccc2ccccc2c1)NNC(=O)Nc1ccccc1F	-8	-6	3
Cc1ccc(C(CC(=O)O)NC(=O)CN2C(=O)c3ccccc3C2=O)cc1 (centres undefined)	-19	3	5
Cc1noc(C)c1NC(=O)Nc1cccc2c1O[C@@H](CN(C)Cc1ccc(C(F)(F)F)cc1)[C@H](C)CN([C@H](C)CO)C2=O	21	0	6
O=C(OCc1ccccc1)N1CCC2CC1c1cc(N3CCN(S(=O)(=O)c4cccc5ccccc45)CC3)ccc12 (centres undefined)	-13	x	0
Cc1nnc(SCC(=O)Nc2c(C)n(C)n(-c3ccccc3)c2=O)n1Cc1ccccc1	-21	6	-1
COc1ccc(C(=O)NC(C(=O)NCc2ccccn2)C(C)C)cc1 (centres undefined)	x	-3	x

(listing goes on)
Results follow in this order: ERp5 block	Casp6 inh	RAD54 branch	PglD inh	esBAF inh	RAD52 anneal inh	ARNT-TACC3 inh	E-selectin induc
- O=C(N[C@@H]1C/C=C\C[C@H](CC(=O)N(CCO)Cc2ccccc2)C(=O)N[C@@H](Cc2ccccc2)COC1=O)OCC1c2ccccc2-c2ccccc21
    12	3	5	0	-12	-34	-2	3.6
- COc1cc(CC(=O)OCC(=O)N(C)C2CCCCC2)cc(OC)c1OC
    x	0	1	-3	0	-14	-4	-0.9
- COCCCN1C(=O)C(=O)/C(=C(/O)c2ccc3c(c2)OCCO3)C1c1ccc(C(=O)OC)cc1 (centres undefined)
    x	x	11	-8	3	x	4	x
- COc1ccc(NC2CCCN(C(=O)c3oc(C)cc3C)C2)cc1OC (centres undefined)
    12	-2	6	3	6	-10	7	-0.1
